Screening data (PubChem)
ALOX15B inhib: blocks human 15-lipoxygenase 2 activity. purified 15hLO-2, xylenol orange hydroperoxide absorbance. Potency, µM (highest dose often 57.1 µM), for the others: at the highest dose activity change, negative = inhibition, hits mostly inhibitors. 0.56% of 110,000 active. AID 881. O15296; note: potency is the fitted concentration of half-maximal effect; nearly all actives have a fitted effect of over 60% in size; many of its hits are not listed in these tables
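Read-out: hydroperoxide product oxidises ferrous iron, measured as xylenol orange complex via the 573-to-405 nm absorbance ratio after 30 min. Reaction: 50 nM enzyme, 15 min compound preincubation, 45 uM arachidonic acid, 90 min RT, Hepes pH 7.5 with Triton X-100.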
IMPase cell inh: IMPase inhibition in cells. P97697. CHO-M1 cells, IP1 accumulation, HTRF TR-FRET ratio. 120,000 tested, under 10 active. inhibition (IP1 accumulation), % at 46.1 µM; active = well fitted curve in the direction sought with a large enough effect in the signal ratio, not every such curve was filed as active; inconclusive = small, poorly fitted or top-dose-only effect, or a change in a side signal; inactive = no such curve, though single readings can be large or run the other way; the % refers to the signal ratio;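 note: cells stimulated with carbachol in lithium chloride buffer; plate controls were DMSO basal wells for no effect and reference inhibitor wells for full effect; higher means more IMPase inhibition seen as more IP1 and lower FRET ratio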
Target sequence (P97697 whole entry, looked up): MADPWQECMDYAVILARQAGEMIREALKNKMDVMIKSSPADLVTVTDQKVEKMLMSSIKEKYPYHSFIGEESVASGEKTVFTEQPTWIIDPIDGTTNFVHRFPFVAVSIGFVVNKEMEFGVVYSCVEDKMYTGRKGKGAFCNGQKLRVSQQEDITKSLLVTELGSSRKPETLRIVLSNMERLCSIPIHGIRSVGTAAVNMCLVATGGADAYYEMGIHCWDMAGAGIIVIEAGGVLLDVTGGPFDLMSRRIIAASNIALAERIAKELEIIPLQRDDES
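CHO-M1, 2000 cells/well, cultured 16–30 h; cpd up to 46 uM; carbachol (50 uM solution, stimulation buffer w/ 50 mM LiCl, pH 7.4), 30 min 37C; IP-One TR-FRET, 10 min RT; Ex 320/Em 665, 620; Hill-fit AC50.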
12-hLO inh: inhibitors of human 12-lipoxygenase (ALOX12); 0.12% of 150,000 active; purified 12-hLO, xylenol orange hydroperoxide absorbance; Potency, µM (highest dose often 57.1 µM), without a hit: top-dose activity change, negative = inhibition, hits mostly inhibitors; note: potency is the fitted concentration of half-maximal effect; nearly all actives have a fitted effect of over 55% in size; many of its hits are not listed in these tables
Target sequence (P18054 whole entry, looked up): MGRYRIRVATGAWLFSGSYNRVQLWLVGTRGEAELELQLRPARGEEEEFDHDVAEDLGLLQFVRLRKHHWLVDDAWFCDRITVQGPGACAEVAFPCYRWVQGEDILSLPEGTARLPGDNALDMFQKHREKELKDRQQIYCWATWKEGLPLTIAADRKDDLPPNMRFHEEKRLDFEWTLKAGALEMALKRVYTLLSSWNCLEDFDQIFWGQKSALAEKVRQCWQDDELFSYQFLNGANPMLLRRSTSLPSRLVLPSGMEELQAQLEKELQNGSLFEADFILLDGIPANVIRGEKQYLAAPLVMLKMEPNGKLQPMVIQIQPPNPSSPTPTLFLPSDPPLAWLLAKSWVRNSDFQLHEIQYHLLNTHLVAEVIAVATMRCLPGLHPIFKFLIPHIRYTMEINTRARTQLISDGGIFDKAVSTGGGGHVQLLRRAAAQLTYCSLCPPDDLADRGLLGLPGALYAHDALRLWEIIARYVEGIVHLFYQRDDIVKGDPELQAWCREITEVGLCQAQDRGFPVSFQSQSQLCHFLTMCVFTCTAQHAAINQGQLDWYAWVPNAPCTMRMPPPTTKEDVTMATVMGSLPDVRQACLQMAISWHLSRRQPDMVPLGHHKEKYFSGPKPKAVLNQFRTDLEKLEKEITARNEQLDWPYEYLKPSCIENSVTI
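150 nM 12hLO, 25 mM Hepes pH 7.0 + 0.01% Triton X-100; cpd preinc 15 min RT; 40 uM arachidonic acid, 30 min RT; Fe-XO 30 min; A573/A405 ratio as read-out.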
PNC inhibitor: perinucleolar compartment assembly inhibition | PC3M PTB-GFP, PNC prevalence imaging, 16 h; active compounds read low | activity change (PNC), negative = inhibition, % at 10 µM | 3.1% of 140,000 active | AID 2417;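 active = readout at or below -70, meaning at least 70% loss of cells showing the perinucleolar compartment, a nuclear body marking cancer cells; inconclusive = readout between -30 and a set limit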;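 note: plate controls were DMSO wells for no effect and camptothecin positive control wells for full effect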
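Read-out is percentage of cells bearing a perinucleolar compartment, from automated 20x imaging of fixed, Hoechst-stained PC3M PTB-GFP cells. Cells were seeded 4 h, then exposed 16 h to compound (23 nl of library stock) in duplicate plates.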
Starred values were filed as active, the others as inactive; u = inconclusive; x = not tested or not shown; [ ] = remark or other dose. Unless noted, calls come from the whole dose curve; as a rule, active = well fitted curve in the direction sought with a large enough effect; inconclusive = small, poorly fitted or top-dose-only effect, or another doubt; inactive = no such curve, though single readings can be large; an effect the other way counts as inactive or inconclusive. Unless noted, % is set by controls: 0 for no effect and ±100 for the full control effect. Not all compounds are listed. The share of hits here may be higher or lower than overall.

SMILES | ALOX15B inhib | IMPase cell inh | 12-hLO inh | PNC inhibitor
O=C(Nc1ccc(Cl)cc1)OCCn1nnnc1C(c1ccccc1)N1CCOCC1 (stereo not given) | 1.0% | 4.5 | -5.1% | -28.5
Nc1nc(CN2CCN(c3ccccc3F)CC2)nc(Nc2ccccc2)n1 | 22.1% | -5.2 | -6.8% | u
COc1ccc(C(=O)c2cnc3cc4c(cc3c2C)OCO4)cc1 | 9.6% | 4.8 | 1.5% | -5.2
CC1(C)CC2CC(C)(CN2S(=O)(=O)c2ccc(N)cc2)C1 (stereo not given) | 15.3% | -0.5 | -0.9% | -0.8
COC(=O)c1ccc(OCC(=O)c2ccccc2OC)cc1 | -1.0% | 0.9 | -2.7% | u
CCn1c(C)cc(/C=C2\NC(=O)N(Cc3ccccc3)C2=O)c1C | -18.8% | 1.7 | -16.3% | 2.1
O=C(C(NS(=O)(=O)c1cccc2nsnc12)c1ccccc1)N1CCN(c2ccccn2)CC1 (stereo not given) | x | 18.6 | 0.4% | -10.3
CC(C)Nc1nc(NC(C)C)nc(OCCOC(=O)c2ccccc2)n1 | x | x | -6.8% | 11.5
Cn1c(SC/C=C/c2ccccc2)nnc1-c1cccs1 | x | -1.2 | -3.4% | 47.9
O=C(CSc1nnc(CNc2ccccc2)o1)N1CCc2ccccc21 | -7.0% | -13.9 | 1.0% | u
O=C(COC(=O)/C=C/c1cn(-c2ccccc2)nc1-c1cccnc1)Nc1ccc(Cl)cc1Cl | x | -25.9 | 3.7% | -23.2
CN1CCc2c(sc(/N=C/c3cccs3)c2C(N)=O)C1 | 18.5% | 0.4 | 2.4% | u
COc1ccc(/C=C/C(=O)NC(=S)NNC(=O)c2c(-c3ccccc3)noc2C)cc1 | x | -0.2 | 0.8% | -20.4
Nc1ncc(Br)cc1N=Cc1ccccc1 | x | x | -2.8% | 94.5
CC1=C(C(N)=O)C(c2cccs2)n2nc(-c3cccc(C)c3)nc2N1 (stereo not given) | -8.2% | -7.4 | -1.9% | u
CC(C)CC(NC(=O)c1ccc(Cl)cc1)C(=O)OCC(=O)c1ccc2c(c1)NC(=O)CO2 (stereo not given) | -10.4% | 10.0 | -11.7% | u
CC/C(O)=C1\C(=O)CC(C)(C)CC1=Nc1ccccc1C | x | x | 2.2% | -3.2
Cc1cc(C)nc(NC(=O)Cc2ccc([N+](=O)[O-])cc2)c1 | x | x | -2.2% | -19.7
CCOC(=O)C(C)Sc1ncnc2nc[nH]c12 (stereo not given) | x | -1.8 | 3.0% | -8.5
CC[C@@H](CS(=O)(=O)O)[N+](=O)[O-] | -4.7%[11.4 µM] | x | 3.9%[11.4 µM] | x
C(=N/Nc1nc(-c2ccccc2)cc(-c2ccccc2)n1)/c1cccnc1 | x | 9.0 | 0.4% | -17.3
Cc1onc(-c2c(F)cccc2Cl)c1C(=O)N1CCN(S(C)(=O)=O)CC1 | 4.2% | -3.2 | 6.5% | -3.1
CCOn1c(-n2nc(C)cc2C)nc2ccccc2c1=O | -7.4% | 0.7 | 2.1% | u
COc1cc(NS(=O)(=O)c2ccc(N)cc2)ncn1 | -7.6% | -8.0[20.6 µM] | 2.2% | x
O=c1[nH]c2c(s1)C(c1ccc(O)cc1)C1C3CCC(C3)C1S2 (stereo not given) | -29.8% | -11.0 | -15.5% | u
Cc1ccc(-c2cc(C(=O)NCc3ccco3)c3ccccc3n2)o1 | x | -12.6 | -25.2% | u
Cc1ccc(-c2c(C#N)c(N)n(-c3ccc(C)cc3)c(=O)c2C#N)cc1 | -20.5% | u | -2.6% | 14.6
N=C1/C(=C\c2ccc(-c3cccc(Cl)c3)o2)C(=O)N=C2SC=C(c3ccccc3)N12 | x | -4.0 | -19.8% | u
CC(C)CN1CCC(C(=O)N2CCN(c3ccccc3F)CC2)CC1 | x | x | -4.3% | 31.9
COc1ccc(N2CCN(C(=O)CCc3ccc(S(=O)(=O)NC(C)C)cc3)CC2)cc1 | x | -4.5 | 1.0% | 71.1
COc1ccc(C(CNC(=O)c2ccc(S(=O)(=O)N3CCOCC3)cc2)N2CCCCC2)cc1 (stereo not given) | 14.1% | 11.0 | -2.1% | 9.5
CCOC(=O)N1CCN(Cc2nc(N)nc(Nc3ccccc3C)n2)CC1 | 30.3%[activator] | 0.6 | 4.2% | -13.9
COc1ccccc1CNC(=O)CCSCc1cccc(Cl)c1 | x | 3.5 | -5.4% | 0.7
COC(=O)C(Cc1ccccc1)NC(=O)CSc1nc(C)cc(=O)[nH]1 (stereo not given) | -1.4% | -1.5 | 6.0% | 11.2
CCOC(=O)Cc1csc(N)n1 | -3.8% | 10.5 | 2.3% | u
COc1cccc(NS(=O)(=O)c2ccc3[nH]cc(C(=O)NC4CC4)c(=O)c3c2)c1 | -2.1%[2.29 µM] | 0.2 | -1.4% | 5.6
O=C1CC(c2ccco2)CC2=C1C(c1ccccc1)n1nc(C(F)(F)F)nc1N2 (stereo not given) | 0.3% | 1.9 | -13.8% | -1.2
Cc1cc(C)nc(NN2C(=O)/C(=C/c3ccc(O)cc3)SC2=S)n1 | -13.2% | 10.7 | -13.4% | 73.7
CCOC(=O)C(NC(C)=O)(OCc1ccccc1)C(F)(F)F (stereo not given) | x | x | -1.4% | 38.3
CN1CCN(C(=S)Nc2cc([N+](=O)[O-])ccc2Cl)CC1 | x | x | -3.5% | -24.3

Some of these compounds in order of their number in ALOX15B inhib, lowest first:
mol	ALOX15B inhib	IMPase cell inh	12-hLO inh
Cc1cc(C)nc(NN2C(=O)/C(=C/c3ccc(O)cc3)SC2=S)n1	-13.2%	10.7	-13.4%
COC(=O)C(Cc1ccccc1)NC(=O)CSc1nc(C)cc(=O)[nH]1 (stereo not given)	-1.4%	-1.5	6.0%
COc1ccc(C(CNC(=O)c2ccc(S(=O)(=O)N3CCOCC3)cc2)N2CCCCC2)cc1 (stereo not given)	14.1%	11.0	-2.1%

Further entries.
SMILES | ALOX15B inhib | IMPase cell inh | 12-hLO inh | PNC inhibitor
CCCC1=[N+](CC(=O)c2ccccc2)CCn2c(C)ccc21 | -10.2% | 4.8 | -0.3% | 46.8
CC(=O)Nc1ccc(NC(=O)Cc2sc(C)nc2-c2ccc(C)cc2)cc1 | x | -4.1 | -6.5% | 30.3
Cc1ccc(-n2nnnc2C(Cl)c2nnnn2-c2ccc(C)cc2)cc1 | x | 3.5 | -1.8% | 20.6
Cc1cccc(-n2c3nc(=O)[nH]c(=O)c-3cc3c(C)nn(-c4ccccc4)c32)c1 | x | x | -2.3% | u
O=C(c1ccc(N2C(=O)CCC2=O)cc1)N1CCOCC1 | -3.0% | 4.4 | 2.0% | -7.7
Cc1ccc(NC(=O)CC2C(=O)N(Cc3ccccc3)C(=S)N2NC(=O)c2ccccc2)c(C)c1 (stereo not given) | x | x | -2.4% | u
COc1cc(NS(=O)(=O)c2ccc(OC)c(C)c2C)c(OC)cc1Cl | u | 5.6 | -10.0% | -107.7*
Nc1ccc(N=Nc2ccccc2)c(N)n1 | 10.0% | 2.2[20.6 µM] | -1.0% | 0.3
CN(Cc1ccco1)C(=O)Cn1c(=O)oc2cc(S(=O)(=O)NCc3ccccc3)ccc21 | x | -5.0 | 0.5% | 16.6
CCOC(=O)c1ccc(NC(=O)Cn2nnc(-c3ccccc3F)n2)cc1 | x | x | -3.0% | 12.4
CCOC(=O)c1oc2cc(O)ccc2c(=O)c1-c1csc(C)n1 | -1.5% | 15.3 | -2.8% | -25.4
COc1ccc(N2C(=O)CC(NCc3ccncc3)C2=O)cc1 (stereo not given) | x | -2.5 | -0.8% | 306.8
CCS(=O)(=O)c1ccc(S(=O)(=O)CC)s1 | -3.6% | 2.4 | 2.8% | 14.4
O=C(O)C1CCCN(S(=O)(=O)c2ccc(F)cc2)C1 (stereo not given) | -1.4% | 4.7 | 6.7% | u
COc1cccc(-c2nn3c(-c4ccco4)nnc3s2)c1 | -19.2% | -7.2 | -20.1% | -14.2
CCOC(=O)c1c(NC(=O)C(C)Sc2cccc[n+]2[O-])sc2c1CCN(Cc1ccccc1)C2 (stereo not given) | x | x | -0.9% | 16.4
Cn1ncc(Br)c1C(=O)N/N=C/c1cccc(OC2CSC2)c1 | x | x | -1.5% | -13.9
Cc1ccc(C2C(=O)N(C3CCCC3)CC(=O)N2CC2COc3ccccc3O2)cc1 (stereo not given) | 8.1% | -14.4 | -5.0% | -6.7
Cc1cccc(OCc2nnc(SCC(=O)c3ccccc3)o2)c1 | -1.4% | 3.5 | -6.8% | 3.9
CN1CCN(S(=O)(=O)c2ccc(N)cc2)CC1 | x | -5.5 | 1.4% | -8.1

The last 3 compounds of the part before open the next one:
SMILES | ALOX15B inhib | IMPase cell inh | 12-hLO inh | PNC inhibitor
Cc1ccc(C2C(=O)N(C3CCCC3)CC(=O)N2CC2COc3ccccc3O2)cc1 (stereo not given) | 8.1% | -14.4 | -5.0% | -6.7
Cc1cccc(OCc2nnc(SCC(=O)c3ccccc3)o2)c1 | -1.4% | 3.5 | -6.8% | 3.9
CN1CCN(S(=O)(=O)c2ccc(N)cc2)CC1 | x | -5.5 | 1.4% | -8.1
CCCc1cc(Nc2c(C)n(C)n(-c3ccccc3)c2=O)n2c(nc3ccccc32)c1C#N | -8.6% | 6.1 | -1.9% | -22.2
COc1ccc(NC(=O)N(Cc2ccc(C)cc2)Cc2cccnc2)c(OC)c1 | 16.6% | 2.7 | -2.1% | 22.6
Cc1sc2nc(CC(N)=O)[nH]c(=O)c2c1-c1ccccc1 | x | x | 1.7% | 40.7
Nc1nc(OCC(F)(F)F)cc(Oc2ccccc2F)n1 | 3.1% | 0.5 | -8.0% | -18.0
COc1ccc(OC)c(C2=NOC(C(=O)NCc3ccco3)C2)c1 (stereo not given) | -6.8% | 2.4 | -5.4% | 22.3
Cc1ccc(S(=O)(=O)N/N=C\c2cn(-c3ccccc3)nc2-c2ccccc2)cc1 | -17.8% | 4.2 | -9.1% | 51.2
O=C(Nc1ncccn1)c1cc([N+](=O)[O-])cc([N+](=O)[O-])c1 | x | x | 0.0% | -8.9
CCOc1ccccc1CN1CCN(S(C)(=O)=O)CC1 | -16.9% | -1.3 | 6.2% | 22.3
O=C(CCN1CCC(c2ccccc2)C1)c1cccs1 (stereo not given) | -18.6% | 16.9 | 0.0% | -11.2
Cc1cc(C(=O)N/N=C2\CC(=O)CC(C)(C)C2)n[nH]1 | -5.6% | -0.8 | 7.7% | 37.3
CCN(CC)C(c1ccc(C)cc1)c1nnnn1C1CCCCC1 (stereo not given) | 1.9% | 9.7 | -0.8% | u
CCOc1cc(C(=O)Nc2ccc(S(=O)(=O)N3CCOCC3)cc2)cc(OCC)c1OCC | -9.6% | 5.7 | -3.0% | -10.5
CCC(CC)NC(=O)c1oc2ccccc2c1COc1ccccc1 | x | 8.5 | -5.6% | -23.1
CCC(NC(=O)c1ccccc1NC(=O)c1ccccc1)C(=O)O (stereo not given) | 3.1% | -3.4 | 1.7% | u
CC(C)(C)c1cc(NS(=O)(=O)c2ccc3c(c2)OCCO3)on1 | x | 11.3 | -2.1% | 16.1
O=C(OCc1cc(=O)n2c(n1)sc1ccccc12)c1cccc(O)c1 | x | x | 10.2% | u
CCn1ccc(C(=O)NC2=C(C#N)CCC2)n1 | 2.5% | 4.9 | 3.6% | -7.9
Cc1ccc(N=Nc2ccc(N)cc2C)c(S(N)(=O)=O)c1 | -11.1%[11.4 µM] | x | -2.4%[11.4 µM] | x
COc1ccccc1NC(=O)Cn1c(=O)oc2ccccc21 | 1.3%[11.4 µM] | 5.2[1.84 µM] | -0.6% | u
CC(=NCCc1ccccc1)C1=C(O)CCC1=O | -4.5% | -1.1 | 1.6% | u
CCOC(=O)c1c(NC(=O)C2CCCO2)sc(C(N)=O)c1C (stereo not given) | x | x | -0.5% | 13.8
COc1cc(NC(=O)CN2C(=O)NC(c3ccccc3)(c3ccccc3)C2=O)c(C)cc1[N+](=O)[O-] | x | -2.1 | 1.2% | u
Cc1ccc(-c2csc(NC(=O)C3=COCCO3)n2)cc1 | x | -4.1 | -5.0% | -13.7
